CHRM4 agonist – agonists of human muscarinic M4 receptor (CHRM4); P08173; CHO-K1 hM4/Gqi5, Fluo-8 calcium fluorescence; vehicle 0%, full acetylcholine response 100%; activation, % at 3 µM; actives 0.14% (n = 360,000); AID 624127;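 active means activation above the run mean over all test wells plus 3 SD, cut at about 32% in these data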;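 further: peak over basal fluorescence ratio per well then scaled between controls; 0% = DMSO wells and 100% = acetylcholine at EC100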
Target sequence (P08173 whole entry, looked up): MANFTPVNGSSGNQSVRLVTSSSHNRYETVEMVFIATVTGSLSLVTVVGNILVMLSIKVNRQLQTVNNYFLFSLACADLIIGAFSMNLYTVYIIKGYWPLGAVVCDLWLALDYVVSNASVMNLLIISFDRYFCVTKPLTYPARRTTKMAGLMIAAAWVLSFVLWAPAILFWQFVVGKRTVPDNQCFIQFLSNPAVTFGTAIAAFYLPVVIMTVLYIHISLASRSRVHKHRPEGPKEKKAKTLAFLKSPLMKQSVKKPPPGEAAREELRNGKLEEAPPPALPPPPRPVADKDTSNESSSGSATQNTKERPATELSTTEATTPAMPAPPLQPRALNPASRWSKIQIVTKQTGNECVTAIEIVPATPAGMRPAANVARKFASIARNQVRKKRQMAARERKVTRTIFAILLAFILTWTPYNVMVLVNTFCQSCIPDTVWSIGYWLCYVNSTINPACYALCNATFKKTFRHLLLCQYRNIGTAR
CHRM5 PAM – CHRM5 positive allosteric modulation; actives 0.3% (n = 360,000); CHO-K1 hM5, Fluo-8 calcium, ACh EC20 PAM; 0% = ACh EC20, 100% = ACh EC100; activation, % at 3 µM; AID 624038; P08912;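 active means activation above the run cutoff, the mean activation of all test compounds plus 3 SD, cut at about 18% in these data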
Target sequence (P08912 whole entry, looked up): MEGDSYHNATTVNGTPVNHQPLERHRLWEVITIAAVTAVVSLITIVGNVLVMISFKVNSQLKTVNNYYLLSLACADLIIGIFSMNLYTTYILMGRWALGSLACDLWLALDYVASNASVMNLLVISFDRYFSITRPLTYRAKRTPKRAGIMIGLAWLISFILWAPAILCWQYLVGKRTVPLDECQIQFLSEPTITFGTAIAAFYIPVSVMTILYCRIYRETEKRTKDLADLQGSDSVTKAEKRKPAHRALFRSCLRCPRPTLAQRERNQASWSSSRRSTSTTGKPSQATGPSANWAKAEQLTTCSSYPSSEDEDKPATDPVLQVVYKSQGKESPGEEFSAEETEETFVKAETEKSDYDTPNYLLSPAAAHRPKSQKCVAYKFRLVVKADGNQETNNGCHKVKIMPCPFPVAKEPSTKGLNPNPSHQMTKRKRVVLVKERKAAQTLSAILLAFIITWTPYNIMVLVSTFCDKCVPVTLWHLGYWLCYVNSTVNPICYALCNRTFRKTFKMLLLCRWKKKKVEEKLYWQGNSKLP
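Probe or stimulus: acetylcholine, EC20 level; Assay system: human M5 receptor in CHO-K1 cells; Schedule: compound preincubation 140 s before EC20 acetylcholine addition; Technique: intracellular calcium via Fluo-8 fluorescence; Dosing: single-point, 3 µM nominal; Read-out basis: percent activation from peak-over-basal fluorescence ratio, scaled EC20-to-EC100 acetylcholine; Repeats: one well per compound, no replicates.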
M1 ag parental – M1 agonist counterscreen hit in parental CHO-K1 cells. Fluo-8 calcium fluorescence; scaled to maximal ATP response, vehicle zero. activation, % at 3 µM. actives 0.48% (n = 360,000). AID 602248; in the data active means activation above about 15%;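 further: untransfected CHO-K1 host cells lacking M1 receptor as counterscreen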
CHRM4 antagonist – CHRM4 antagonism in calcium assay. CHO-hM4 cells, ACh EC80, Fluo-8 calcium fluorescence. actives 0.73% (n = 360,000). inhibition, % at 3 µM. AID 624125. P08173;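 active means inhibition above its plate's cutoff, the mean inhibition of sample wells plus 3 SD, cut at about 27% in these data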;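 further: 0% = acetylcholine EC80 with DMSO and 100% = DMSO without agonist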
CHO-K1 Ca antag – nonselective inhibitor or artifact in parental CHO-K1 cells. inhibition, % at 3 µM. AID 602250. actives 0.6% (n = 360,000). ATP-induced calcium, Fluo-8 fluorescence;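 active means inhibition above a per-plate cutoff, the plate's mean sample inhibition plus 3 SD, cut at about 24% in these data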;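 further: 0% = DMSO plus EC80 ATP and 100% = DMSO alone without ATP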
CHRM4 PAM – potentiates acetylcholine response at human M4 receptor | activation, % at 3 µM | actives 0.4% (n = 360,000) | CHO-K1 hM4/Gqi5, Fluo-8 calcium fluorescence, ACh EC20; 0% = ACh EC20, 100% = maximal ACh | AID 624126;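 active means activation above its plate's cutoff, the mean activation of sample wells plus 3 SD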; further: some results filed as inactive read as strong as hits
CHO-K1 Ca PAM – M1 PAM counterscreen hit in parental CHO-K1 cells. ATP EC20, Fluo-8 calcium fluorescence; 0% at ATP EC20, 100% at ATP max. AID 602247. activation, % at 3 µM. actives 0.02% (n = 360,000);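 active means activation above the run cutoff, the mean activation of all test compounds plus 3 SD, cut at about 40% in these data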;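 further: peak over basal fluorescence ratio in a 140 s read after ATP addition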
M5 antag – blocks acetylcholine activation of human M5 receptor; actives 0.59% (n = 360,000); P08912; inhibition, % at 3 µM; CHO-hM5 cells, Fluo-8 calcium fluorescence, ACh EC80;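 active means inhibition above a per-plate cutoff, the mean of that plate's test compounds plus 3 SD, cut at about 27% in these data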;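 further: 0% = acetylcholine EC80 with DMSO and 100% = DMSO without agonist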
M5 ag – CHRM5 agonism in calcium assay; P08912; activation, % at 3 µM; CHO-K1 hM5 cells, Fluo-8 calcium fluorescence; 0% DMSO wells, 100% maximal acetylcholine response; actives 0.19% (n = 360,000);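 active means activation above the run's mean over test compounds plus 3 SD, cut at about 23% in these data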;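 further: signal is peak over basal fluorescence ratio across the kinetic read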
* hit, by the source's call.

canonical_smiles	CHRM4 agonist	CHRM5 PAM	M1 ag parental	CHRM4 antagonist	CHO-K1 Ca antag	CHRM4 PAM	CHO-K1 Ca PAM	M5 antag	M5 ag
Cc1ccnc(OC(C(=O)O)C(OCc2ccccc2)(c2ccccc2)c2ccc(C(F)(F)F)cc2)n1 (centres undefined)	0.6	-1.8	0.5	-2.0	-10.1	-2.1	12.1	8.4	3.1
Nc1nc(N)c(Cc2ccc(Cl)cc2Cl)c(N)n1	8.0	-11.6	3.9	1.8	1.7	-5.9	2.8	6.7	-7.2
Cc1nnc(NC(=O)CSc2nnc(-c3ccco3)n2C(C)C)s1	-0.2	3.7	0.1	12.7	-9.2	0.1	10.9	2.6	-1.2
O=[N+]([O-])c1cc2cccnc2c2ncccc12	0.8	0.2	0.6	-9.0	-11.6	12.3*	15.6	-2.7	1.8
CCOC(=O)COn1c(=O)c(-c2ccc(F)cc2)[n+]([O-])c2ccccc21	0.6	1.8	1.4	3.3	-3.5	-2.8	6.5	4.6	1.1
COc1cc(-c2ccc3c(=O)c4ccccc4n(C)c3c2)cc(OC)c1OC	11.4	-6.4	4.6	0.4	-17.3	-1.6	6.8	15.4	-2.0
O=C(O)C(Oc1ccc2cc(-c3ccc(Cl)cc3)c(=O)oc2c1)c1ccccc1 (centres undefined)	-0.2	-3.6	-0.1	0.0	-5.2	-5.6	-6.3	7.7	3.9
CC(C)Sc1nc2c(cnn2-c2ccccc2)c(=O)[nH]1	0.5	1.2	-0.4	-8.1	-4.7	3.5	20.7	3.7	0.2
COc1ccc(/C=C/C(=O)NCc2cn(C)nc2C)cc1COc1ccc(Br)cc1	2.9	-2.9	0.7	7.0	-7.9	-9.7	-3.0	13.7	-2.9
CCCOc1ccc(N2C(=O)CC(N(Cc3ccco3)C(=O)CCC(=O)O)C2=O)cc1 (centres undefined)	0.1	4.3	-0.1	-3.7	-12.1	-3.0	20.7	5.9	0.6
CCCCCC(=O)Nc1cc(S(=O)(=O)N2CCOCC2)ccc1Oc1ccc(OCC)cc1	-0.9	0.1	1.1	5.1	-1.5	1.8	16.6	6.3	-4.0
C/C=C/C=N/Nc1nc(-c2ccc([N+](=O)[O-])cc2)cs1	4.9	-1.7	1.9	-9.0	-6.5	4.7	11.4	5.3	-2.3
Cc1ccc2nc(-c3cccnc3)cc(C(=O)N3CCN(c4ccc([N+](=O)[O-])cc4)CC3)c2c1	11.4	-9.8	2.3	-15.0	2.5	-4.8	-1.8	5.5	6.3
O=C(CN1C(=O)c2ccccc2S1(=O)=O)c1ccc2c(c1)OCCCO2	5.7	2.2	3.5	-0.1	-3.9	-4.1	21.9	0.5	-4.0
COc1ccc(C2=NN(c3ccccc3)C(c3cn(CCC(=O)O)nc3-c3ccccc3)C2)cc1 (centres undefined)	6.1	4.5	3.4	2.6	-19.1	0.4	26.8	6.4	5.1
CNc1nc(=O)n(C2CCCO2)cc1C (centres undefined)	2.0	-3.5	1.0	-10.6	-13.2	2.9	19.4	15.0	0.5
CC(C)CN(C(=O)CSc1nn(-c2ccc(Cl)cc2)c(=S)s1)C1CCS(=O)(=O)C1 (centres undefined)	2.8	-5.7	2.7	-3.4	-9.0	-9.7	16.5	-0.9	0.3
S=C(NC1CCCCCC1)NC1CCCC1	0.6	-8.3	0.7	-4.0	-11.7	0.8	14.1	6.9	-4.8
CCCOc1ccc(Cc2nn[nH]n2)cc1	-0.1	6.8	0.4	1.5	-8.2	-0.7	-1.6	-2.7	1.4
COc1cc2c(cc1NC(=O)CN1C(=O)NC3(CCc4ccccc43)C1=O)oc1ccccc12 (centres undefined)	12.5	-5.7	1.1	38.4*	-3.5	2.7	24.5	7.0	-1.0
Cc1ccc2cn[nH]c2c1NC(=S)NC(=O)c1ccccc1	1.0	-1.2	-0.1	-0.4	2.9	1.6	0.9	6.1	0.3
Cc1cc(N2CCC(C(=O)N3CCN(c4cccc(C)c4C)CC3)CC2)n2ncnc2n1	13.6	8.5	4.0	4.2	-2.7	-2.0	-7.5	-7.9	-1.5
CCOC(=O)c1oc2ccc(S(=O)(=O)Nc3ccc4c(c3)n(C)c(=O)n4C)cc2c1C	19.9	-14.8	14.5	1.1	-7.2	-4.5	-0.4	17.4	10.4
Cn1c(C(=O)N2CCN(Cc3ccc4c(c3)OCO4)CC2)cc2sccc21	1.4	-9.7	0.9	-2.0	8.2	2.4	7.8	6.8	-2.9
O=C(NCC1CCCO1)c1onc(CSc2cccc(Cl)c2)c1C(=O)O (centres undefined)	0.8	2.4	0.9	-5.2	-15.8	13.1	9.2	7.1	-1.3
CCOC(=O)[C@H]1[C@H]2COc3ccc(C)cc3[C@@H]2N2C(=O)CN(CC3CCCO3)C(=O)[C@@]12C (some centres undefined)	1.6	2.9	0.5	-2.1	-6.1	-2.1	4.2	1.2	3.3
Cn1c(OCc2cccnc2)nc2c1c(=O)n(Cc1ccc(Cl)cc1)c(=O)n2C	5.8	-2.4	1.7	3.0	10.3	-6.9	-5.3	-5.8	4.2
CC(C)Cn1nc(NC(=O)c2cccs2)c2cc3ccccc3nc21	1.9	1.9	8.7	7.8	-2.2	-3.0	1.0	8.6	-0.2
CS(=O)(=O)N(CCc1ccccc1)CC(=O)Nc1ccc2c(c1)OCO2	2.5	-1.3	0.7	-2.2	-0.8	6.2	-6.0	1.6	-1.3
O=C(CC(c1ccco1)C1CCCCC1=O)c1ccccc1 (centres undefined)	-1.6	3.5	0.3	2.5	-11.4	2.3	16.4	-4.1	-0.6
CC1CN(c2oc(-c3ccco3)nc2S(=O)(=O)c2ccccc2)CC(C)O1 (centres undefined)	0.6	-1.6	0.6	1.9	-2.8	-0.2	12.6	9.1	-1.4
Clc1nccc(N2CCN(c3ccccc3Cl)CC2)n1	-0.2	-3.2	0.1	0.2	5.9	-5.6	-6.8	8.4	-8.6
Cc1ccccc1N1C(=O)c2ccccc2C1O (centres undefined)	1.2	10.0	0.4	4.0	12.0	9.2	-5.9	2.5	-1.5
Clc1ccc(Cn2ccc(C3CC3)n2)cc1	0.1	1.8	0.4	-4.6	-13.5	-0.7	7.0	4.6	-3.8
O=C(COc1ccccc1Cl)N1CCN(c2ncccn2)CC1	0.3	-1.3	0.5	-3.1	-8.4	10.8	17.8	3.4	1.0
O=C(CN1C(=O)c2ccccc2S1(=O)=O)Nc1cccnc1	0.0	-0.9	0.4	-6.0	-4.1	1.8	10.5	1.6	-0.6
Cn1nc(OCC(N)=O)ccc1=O	0.0	1.6	0.6	-0.1	-10.6	8.4	13.3	-6.5	-2.0
COc1ccccc1N1CCN(C(=O)Nc2ccc([N+](=O)[O-])cc2)CC1	5.9	-7.3	1.2	-2.1	4.7	-4.6	-4.1	5.9	-0.2
CCOC(=O)c1c(NC(=O)COC(=O)c2ccc(Cl)nc2)sc(C)c1C	0.6	-1.5	0.4	4.0	0.2	6.2	-1.2	0.2	0.4
O=C1NC(=O)C2(C=C(c3ccccc3)C(O)(c3ccccc3)C2)N1 (centres undefined)	1.1	-3.0	0.5	-18.6	-11.7	8.0	20.7	16.7	-2.3
COCCCN(C(=O)C(C)Oc1ccc(Br)cc1)c1c(N)n(Cc2ccccc2)c(=O)[nH]c1=O (centres undefined)	-0.2	-0.7	0.7	-7.8	-14.1	0.9	-3.3	6.8	0.2
CCc1ccc(CNCCNCC(C)O)cc1 (centres undefined)	2.1	-0.7	3.9	-1.3	-11.1	2.2	11.4	1.4	-1.4
Cn1cc(C(=O)c2ccc(Cl)cc2Cl)cc1C(=O)NN	0.3	-5.0	0.8	-0.5	-10.9	-9.4	-4.5	3.5	0.3
O=C(Cc1ccc(Br)cc1)NC1CCCCC1	-0.5	0.7	0.7	6.4	-5.5	5.2	15.2	4.3	-2.3
Nc1c(C(=O)NCc2ccc3c(c2)OCO3)nnn1Cc1cccc(F)c1	7.1	8.0	1.7	7.0	-3.8	12.0	8.3	-2.0	7.0
CCOc1cc2c(cc1OCC)CN(C(=O)c1cccc(S(=O)(=O)N3CCCC3)c1)CC2	1.0	-3.0	1.0	0.5	-14.2	-1.2	4.8	4.3	-1.4
S=c1c2c(nc3nc[nH]n13)CCC2	0.5	18.3*	0.4	2.8	2.2	-1.4	-14.2	-10.1	9.2
CCOC(=O)C1=C(C)C(c2ccccc2)NC(=S)N1 (centres undefined)	1.6	2.7	0.3	0.3	-16.3	6.4	11.2	-6.7	-0.2
CCOc1ccc(NC(=O)NNC(=O)c2cc3ccccc3cc2O)cc1	-0.6	-1.3	0.8	13.4	1.7	8.6	0.5	1.0	-6.2
CCc1cccc(C)c1NC(=O)Cc1ccsc1	1.2	9.8	0.8	1.1	-14.3	-2.7	19.8	-8.9	-2.1

The final two records of the part above come first, to join the parts.
canonical_smiles	CHRM4 agonist	CHRM5 PAM	M1 ag parental	CHRM4 antagonist	CHO-K1 Ca antag	CHRM4 PAM	CHO-K1 Ca PAM	M5 antag	M5 ag
CCOc1ccc(NC(=O)NNC(=O)c2cc3ccccc3cc2O)cc1	-0.6	-1.3	0.8	13.4	1.7	8.6	0.5	1.0	-6.2
CCc1cccc(C)c1NC(=O)Cc1ccsc1	1.2	9.8	0.8	1.1	-14.3	-2.7	19.8	-8.9	-2.1
COc1ccc(Cn2nnnc2CN2CCOCC2)cc1	0.9	4.3	0.7	-0.7	-6.1	4.1	10.5	-7.5	1.8
O=C(Cn1cc(C(F)(F)F)ccc1=O)Nc1ccc2c(c1)OCO2	0.9	3.7	0.4	-15.9	2.7	7.4	-13.3	6.9	3.2
CSc1nc(C)c(Cc2c(F)cccc2Cl)c(=O)[nH]1	14.0	-13.8	5.1	2.1	6.3	-28.6	6.2	0.8	4.6
CCC(C)NC(=O)c1ccc2c(c1)N(Cc1ccccc1)C(=O)CS2 (centres undefined)	0.9	2.0	0.0	9.1	-2.7	-15.2	-9.0	8.2	-15.2
COc1ccc(Nc2ccc([N+](=O)[O-])cn2)cn1	0.4	6.5	0.2	-16.1	-7.7	-1.9	0.9	-10.3	0.1
Cc1cc(Oc2cc(NN3CCCCC3)c([N+](=O)[O-])cc2[N+](=O)[O-])c(C(=O)c2ccccc2)cc1Cl	-0.8	5.2	-0.4	1.0	-9.3	18.2	5.0	8.5	0.2
CCOc1ccccc1N(CC(=O)N/N=C/c1cc(Br)ccc1OC)S(C)(=O)=O	3.7	-6.3	1.8	5.2	-6.5	-8.3	10.4	8.6	-3.8
COC(=O)[C@@]1(Cc2ccc(F)cc2)[C@H]2c3cc(C(=O)N(C)C)n(CCO)c3C[C@H]2CN1C(=O)c1ccccc1	1.8	0.7	1.8	-6.1	-4.9	4.3	-3.4	-7.4	5.6
CN1CCc2c1nc1ccccc1c2N (tested in a mixture with another compound)	-0.2	15.9	1.1	-2.5	-19.6	-0.6	21.8	-7.8	4.3
N#CCCN1CCN(Cc2cc(-c3ccccc3)ccc2O)CC1	2.4	-0.9	1.4	13.2	-8.2	1.3	11.9	5.5	0.3

Screening results as filed in PubChem BioAssay.
